GC-B act = human GC-B receptor activators, primary screen, HEK293 GC-B cells, cGMP TR-FRET, EC30 CNP | Atrial natriuretic peptide receptor 2 (Homo sapiens), P20594 | 0% at EC30 CNP, 100% saturating CNP | activation, % at 10 µM | 0.11% of 370,000 active;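 active means activation at 10 µM reaching about 35% in either raw or pattern-adjusted values, limit read from the data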
Target sequence (P20594 whole entry, looked up): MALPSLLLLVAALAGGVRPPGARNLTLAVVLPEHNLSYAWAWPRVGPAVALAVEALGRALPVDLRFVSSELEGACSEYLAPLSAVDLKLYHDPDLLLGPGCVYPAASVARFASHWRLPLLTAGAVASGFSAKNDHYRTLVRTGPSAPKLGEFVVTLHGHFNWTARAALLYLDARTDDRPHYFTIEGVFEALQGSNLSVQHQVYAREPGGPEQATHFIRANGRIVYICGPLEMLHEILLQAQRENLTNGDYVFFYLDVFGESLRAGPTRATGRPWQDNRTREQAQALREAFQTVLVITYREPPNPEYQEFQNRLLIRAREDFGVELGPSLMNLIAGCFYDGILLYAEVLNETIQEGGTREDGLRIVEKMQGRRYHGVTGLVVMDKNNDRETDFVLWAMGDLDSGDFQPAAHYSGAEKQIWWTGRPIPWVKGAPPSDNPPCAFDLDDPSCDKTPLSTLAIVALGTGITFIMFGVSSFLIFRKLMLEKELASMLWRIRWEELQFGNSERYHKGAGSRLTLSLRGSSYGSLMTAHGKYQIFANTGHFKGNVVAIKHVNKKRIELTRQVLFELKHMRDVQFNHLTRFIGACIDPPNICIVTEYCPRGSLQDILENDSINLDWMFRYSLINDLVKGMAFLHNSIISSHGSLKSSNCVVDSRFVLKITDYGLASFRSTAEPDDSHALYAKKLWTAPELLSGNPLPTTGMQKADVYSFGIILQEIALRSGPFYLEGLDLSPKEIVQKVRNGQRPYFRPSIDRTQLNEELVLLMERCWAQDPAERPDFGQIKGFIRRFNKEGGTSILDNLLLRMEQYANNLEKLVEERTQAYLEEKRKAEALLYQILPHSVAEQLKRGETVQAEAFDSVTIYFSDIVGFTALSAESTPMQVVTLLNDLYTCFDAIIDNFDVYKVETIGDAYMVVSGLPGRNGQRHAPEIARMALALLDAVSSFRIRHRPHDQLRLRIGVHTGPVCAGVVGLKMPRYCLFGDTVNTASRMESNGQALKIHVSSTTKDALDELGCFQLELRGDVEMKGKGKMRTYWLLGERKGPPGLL
DAX1 inh-1 = DAX1 (NR0B1) inhibitors on StAR promoter, primary screen, cell-based, luminescence, SF-1 (NR5A1), full-length DAX-1; HEK293T StAR-luciferase reporter, SF-1/DAX-1 repression relief; inhibition, % at 6.8 µM; 1.1% of 370,000 active; AID 652010, 2013;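 active means inhibition above the mean over all tested compounds plus 3 SD, cut at about 3.6% in these data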;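 further: 0% = DAX-1 cells with DMSO and 100% = cells lacking DAX-1 with DMSO; higher inhibition means more luminescence from relief of DAX-1 repression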
ssDAF-12 act = S. stercoralis DAF-12 nuclear receptor activators, primary screen, cell-based, luminescence, HEK293, GRIP1 co-expression, lit1-tk-luc | Nuclear hormone receptor DAF-12 (Strongyloides stercoralis) | HEK293 ssDAF-12/GRIP1 lit1-tk-luc reporter; % of 3 µM dafachronic acid response | activation, % at 6.8 µM | 1% of 370,000 active;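 active means activation above the mean over all tested compounds plus 3 SD, cut at about 0.9% in these data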;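 further: 0% = DMSO-only wells and 100% = 3 µM delta7-dafachronic acid wells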
DAX1 inh-2 = DAX1 (NR0B1) inhibitors, primary screen, cell-based, HEK293, Gal4-DAX1, luciferase luminescence. inhibition, % at 6.75 µM. Nuclear receptor subfamily 0 group B member 1 (Homo sapiens), P51843. AID 504766, 2011. HEK293 Gal4-DAX1 luciferase reporter. 0.99% of 340,000 active;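 active means inhibition above the mean over all tested compounds plus 3 SD, cut at about 4.2% in these data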;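 further: 0% = DAX1-transfected cells with DMSO and 100% = empty-vector control cells with DMSO; inhibition shows as a rise in luminescence from relieved DAX1 repression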
HGIII-sPLA2 inh = human group III sPLA2 inhibitors, primary screen, biochemical, QFRET, BODIPY PC-A2 liposome substrate; 0.56% of 370,000 active; QFRET BODIPY PC-A2 liposome hydrolysis, fluorescence; Group 3 secretory phospholipase A2 (Homo sapiens), Q9NZ20; inhibition, % at 12.2 µM;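 active means inhibition above mean plus 3 SD of compounds lying within the high and low control bounds, cut at about 19% in these data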;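 further: 0% = median of test compound wells and 100% = no enzyme DMSO wells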
hgDAF12 agonist = H. glycines DAF-12 receptor agonists, primary screen, cell-based, luminescence, HEK293, GAL4 fusion, UAS-luciferase. HEK293 GAL4-hgDAF12 UAS-luciferase reporter, agonist luminescence; normalized to butyrate control. activation, % at 6.8 µM. 1.8% of 370,000 active;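 active means activation above a cutoff set at the mean of all screened compounds plus 3 SD, cut at about 10% in these data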;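 further: 0% = DMSO wells and 100% = sodium butyrate wells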
FXN GAA850 act = FXN promoter activators, primary screen, cell-based, luciferase luminescence, HEK293 lucGAA850; HEK293 lucGAA850 FXN promoter luciferase reporter, 24 h; percent of 10 µM SAHA response; activation, % at 6 µM; 0.56% of 360,000 active; AID 540364, 2011;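 active means activation above the average of all compounds screened plus 3 SD, cutoff fixed separately per campaign, cut at about 7.5% in these data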;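 further: 0% = DMSO wells and 100% = 10 µM SAHA wells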
SMARCA2 activ = SMARCA2 (BRM) function activators, primary screen, cell-based, luminescence, high throughput; MG213 cells, MMTV-luciferase reporter, dexamethasone, overnight; activation, % at 9.1 µM; 1% of 370,000 active; AID 652017, 2013; in the data active means activation above about 7.8%;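 further: 0% = vehicle wells and 100% = reference activator wells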
GC-A act = GC-A stimulated cGMP production enhancers – HEK293 GC-A cells, cGMP TR-FRET, EC30 ANP, primary screen | 0.14% of 370,000 active | activation, % at 10 µM | AID 1671463, 2021 | 0% at EC30 ANP, 100% saturating ANP; in the data active means activation above about 40%
hcDAF-12 act = H. contortus DAF-12 nuclear receptor activators, primary screen, cell-based, luminescence, HEK293, lit1-tk-luc reporter; HEK293 hcDAF-12 lit1-tk-luc reporter; 0% DMSO, 100% Δ7-dafachronic acid; activation, % at 6.8 µM; 1.4% of 370,000 active;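 active means activation above the mean of all tested compounds plus 3 SD, cut at about 5.5% in these data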;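 further: 100% = response to 3 µM Δ7-dafachronic acid high control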
ADAM10 inh = human ADAM10 inhibitors, primary screen, biochemical, QFRET, HTS; inhibition, % at 7 µM; Disintegrin and metalloproteinase domain-containing protein 10 (Homo sapiens), O14672; 0.62% of 370,000 active; recombinant ADAM10, EDANS/DABCYL FRET peptide cleavage, 3 h;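 active means inhibition above a per-campaign cutoff equal to the mean of compounds falling between control-based bounds plus 3 SD, cut at about 20% in these data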;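 further: 0% = DMSO wells while the 100% control is not disclosed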
* marks the source's active call; other numbers are inactive results; i = inactive; nt = not tested or not shown.

canonical_smiles	GC-B act	DAX1 inh-1	ssDAF-12 act	DAX1 inh-2	HGIII-sPLA2 inh	hgDAF12 agonist	FXN GAA850 act	SMARCA2 activ	GC-A act	hcDAF-12 act	ADAM10 inh
COCCCNC(=O)c1cccc2c(-c3ccnn3C)coc12	-5	-1.3	-0.5	nt	2	-2.0	1.7	-4	-2	-1.2	-11
CCNC(=O)C1(C)CCN(C(=O)c2ccc(C)c(F)c2)C1 (stereo not given)	-2	0.7	-0.3	nt	4	1.7	-0.3	-4	-2	-0.1	-13
O=C(Cn1ncc2c([nH]c3ccccc32)c1=O)NCCCN1CCN(c2ccccc2)CC1	-5	-1.1	-1.2	0.5	-8	-0.2	0.2	2	-4	0.1	-14
O=C(c1cc(-c2cccs2)nc2ccccc12)N1CCN(S(=O)(=O)c2cccc(F)c2)CC1	7	0.4	-1.2	-0.8	-19	-1.1	1.7	-1	-4	-0.2	i
CCCCNC(=O)C(NC(=O)c1cnc(C)cn1)C(=O)c1ccccc1 (stereo not given)	3	-0.1	-1.2	nt	-2	1.4	nt	-6	1	1.0	-9
C=CCC[C@@H](Cc1ccc(F)cc1)C(=O)OC[C@H](C)NC(=O)[C@@H](CC=C)CC(=O)N[C@@H](CO)Cc1ccccc1	5	0.3	-1.2	0.5	-3	1.2	-3.5	0	-1	-1.8	-8
O=C(NNCc1ccc(O)cc1)c1ccccc1Cl	0	3.1	-0.9	0.4	0	2.5	3.3	0	3	1.9	-7
COc1cc(=O)[nH]c(SCC(=O)Nc2ccc3ccccc3c2)n1	-5	-0.2	-0.8	0.7	-6	0.2	-0.5	-2	-2	-2.3	-12
O=C(O)c1cc(O)c2c(c1)C(=O)c1cc(O)cc(O)c1C2=O	-3	0.1	-1.1	-0.6	-4	-3.3	1.3	6	-1	1.2	-4
CNC(=O)Nc1cc(C(F)(F)F)cc(C(F)(F)F)c1	2	-0.5	-1.6	-0.3	4	-1.0	2.4	-3	5	1.2	7
Cc1ccc(N=CC2=C(O)CC(C)(C)CC2=O)nc1	-5	0.6	-1.3	0.6	-5	-0.3	0.4	-1	1	0.3	-3
O=C(NNC(=S)NC(=O)c1ccccc1[N+](=O)[O-])c1ccc(Cl)cc1Cl	2	-0.1	-1.2	-0.2	14	-2.5	1.4	-3	-3	1.4	9
O=C(NNc1c(Cl)cc(Cl)cc1Cl)c1cccc([N+](=O)[O-])c1	10	-1.1	-1.5	-1.8	1	1.3	1.9	3	0	-0.3	0
COc1ccc(NC(=O)c2cc(C3CCCCN3S(=O)(=O)Cc3ccccc3)on2)c(C)c1 (stereo not given)	-1	-1.3	-0.7	nt	-2	2.2	2.1	-1	1	1.3	6
Fc1ccccc1Nc1nc(-c2ccncc2)nc2ccccc12	-2	-0.9	-1.9	-0.3	-2	-3.3	2.5	-3	1	-2.1	-7
COc1ccc(C(=O)Cn2c(C(C)=O)nc3ccccc32)cc1	-8	-1.1	-1.6	-1.4	3	2.4	-12	-1	-5	-0.6	-131
CC1(C)CC2CC(C)(CN2C(=O)Cc2ccccc2)C1 (stereo not given)	2	-0.6	-1.1	-0.7	-2	-0.5	-1.9	-3	1	-1.1	-4
Cc1cccc(C(=O)OC(C)C(=O)NCC2CCCCC2)c1O (stereo not given)	-1	1.4	-1.2	-0.1	3	1.2	0.7	-3	4	0.5	-9
COc1ccc([N+](=O)[O-])cc1NCc1ccco1	0	-0.7	-1.8	1.3	2	-1.9	4.0	1	5	-2.7	5
COc1ccc(NC(=O)CSc2nc(O)cc(=O)n2C)cc1	3	-0.6	-1.2	0.3	10	2.0	-3.8	-1	3	-0.4	-13
COc1cc(/C=N/NC(=O)c2ccc3c(c2)OCO3)ccc1O	-6	0.0	-0.6	0.1	1	6.0	1.8	1	-2	2.0	-2
Cn1cccc1CC(=O)N/N=C/c1cccc([N+](=O)[O-])c1	4	-0.9	-1.2	1.0	-4	-1.4	2.0	1	2	-2.1	1
C=CCC(=O)OCCCCCCOc1ccc(C(=O)O)cc1	-2	0.0	-1.2	-0.2	2	-0.9	-1.8	-7	4	1.1	0
COCCn1nnnc1C(c1cc2ccc(OC)cc2[nH]c1=O)N1CCN(C2CCCCC2)CC1 (stereo not given)	3	1.5	-0.5	0.6	-6	-0.5	-1.2	1	6	-0.3	-49
CSc1nnnn1-c1c(C)cccc1C	-3	-0.1	-1.2	1.6	0	1.6	2.9	-2	-1	1.4	-4

Overlap with the part before: 2 entries, then new ones.
canonical_smiles	GC-B act	DAX1 inh-1	ssDAF-12 act	DAX1 inh-2	HGIII-sPLA2 inh	hgDAF12 agonist	FXN GAA850 act	SMARCA2 activ	GC-A act	hcDAF-12 act	ADAM10 inh
COCCn1nnnc1C(c1cc2ccc(OC)cc2[nH]c1=O)N1CCN(C2CCCCC2)CC1 (stereo not given)	3	1.5	-0.5	0.6	-6	-0.5	-1.2	1	6	-0.3	-49
CSc1nnnn1-c1c(C)cccc1C	-3	-0.1	-1.2	1.6	0	1.6	2.9	-2	-1	1.4	-4
CCN(CC)S(=O)(=O)c1cccc(C(=O)N[C@H](C(=O)OCC(N)=O)C(C)C)c1	6	-0.3	-0.7	0.4	12	2.3	-0.8	3	4	-1.3	-4
O=C(Nc1cccnc1)c1sc(Nc2ccccc2F)nc1-c1ccccc1	-4	1.5	-1.7	2.3	4	1.6	4.8	-3	2	0.5	-5
CCN(CC)CCCNC(=O)CSc1nc2c(c(C(F)(F)F)n1)CCc1ccccc1-2	-1	0.0	-1.0	1.8	5	-3.4	1.4	1	-1	-0.1	-2
Brc1ccc2nc(N3CCCC3)sc2c1	-3	8.0*	1.8*	0.9	3	14*	4.2	0	-1	9.1*	6
CCC1CCCCN1CCCNC(=O)c1ccc2c(c1)NC(=O)CS2 (stereo not given)	0	0.4	-1.1	0.3	0	2.3	-0.7	0	-3	0.0	-4
CC(C)NC(=O)C1CCN(C2CCN(Cc3nc(C(C)C)cs3)CC2)CC1	-4	0.3	-1.6	0.9	1	2.6	1.2	1	4	-0.5	2
COc1ccc(N2CCN(C(=O)c3cccn4c(=O)c5ccccc5nc34)CC2)cc1	2	0.2	-1.5	-0.1	-1	-2.0	-0.6	-2	1	-0.7	-1
COCCNC(=O)c1ccc(CSc2nc3ccccc3s2)cc1	-8	-1.4	0.0	-0.6	-14	0.8	4.3	-1	2	1.4	1
O=C1N[C@@H](Cc2ccccc2)COC(=O)[C@H](Cc2ccc(F)cc2)CC/C=C/C[C@@H]1CC(=O)N(CCO)Cc1ccccc1	-2	-0.2	-1.7	-0.6	-19	-2.3	-0.8	1	-4	-0.6	17
Cc1ccc(S(=O)(=O)N(CC(=O)N=Nc2c(O)[nH]c3ccccc23)c2ccc(C)c(C)c2)cc1	4	-1.2	-1.8	-1.4	-12	-3.0	-3.9	0	-2	-2.1	23*
O=[N+]([O-])c1cc([N+](=O)[O-])c(Oc2c(Cl)cccc2Cl)cc1NN1CCCCC1	-1	0.5	-1.0	0.2	8	0.6	-1.2	0	-4	-1.2	-5
COc1ccccc1N1CCN(C(c2cc3cc(C)ccc3[nH]c2=O)c2nnnn2C2CCCC2)CC1 (stereo not given)	1	0.2	-1.6	-1.1	-3	0.5	0.1	-2	3	-1.4	-16
O=C(NCc1ccco1)c1ccccc1F	2	0.2	-1.6	-2.2	0	-2.9	0.8	4	-4	0.2	-1
OC(CN1CCN(Cc2ccc3c(c2)OCO3)CC1)c1c[nH]c2ccccc12 (stereo not given)	-1	-1.9	-1.1	-0.2	-8	-3.4	-1.6	-3	2	1.4	-1
COc1cc(C)ccc1NC(=O)Cc1csc(NC(=O)Nc2ccccc2OC)n1	-3	-2.2	-1.3	-1.0	0	-2.4	-3.5	-1	-6	0.0	1
COC(=O)C1C(=O)c2c([nH]c(C(=O)OC3CCCCCC3)c2C)CC1C (stereo not given)	4	1.8	-1.4	1.0	-2	4.0	4.0	3	3	0.0	-5
CN(Cc1ccccc1)S(=O)(=O)c1nnc(NC(=O)c2ccc(F)cc2)s1	-5	-0.2	-0.9	-0.7	2	1.9	-0.7	-1	2	1.8	3
O=C(Cn1ncc2c(=O)oc3ccccc3c21)NCCN1CCN(c2ccccc2F)CC1	1	-0.1	-1.3	0.1	5	1.4	0.6	-2	-2	0.8	-7
CSc1ccc(C(=O)C2CCCN(C(=O)c3cc(C)n(C)n3)C2)cc1 (stereo not given)	-6	-0.5	-1.2	-0.2	-2	-0.8	1.9	2	-3	-2.8	0
CC(=O)C1=C(c2ccccc2)OC(N)=C(C#N)C1c1ccccc1F (stereo not given)	2	0.8	-1.3	-0.8	-8	1.0	2.8	2	-2	1.8	-6
C[C@H]1CN([C@@H](C)CO)C(=O)CCCn2nncc2CO[C@@H]1CN(C)C(=O)Nc1ccc(N2CCN(C)CC2)cc1	-2	0.1	-1.4	nt	7	-1.6	nt	3	1	-1.4	-4
OC[C@@H]1CN(Cc2ccc(Cl)cc2)C[C@H](n2cnc3c(NC4CC4)ncnc32)O1	-5	-0.2	-1.7	nt	-4	-0.6	1.6	-1	-2	-1.8	-3
CCC(C)NC(=O)CN1C(=O)C(CC)Sc2ccccc21 (stereo not given)	10	0.8	-1.5	1.4	3	-0.5	0.4	-1	3	0.8	0
CCOc1ccc(-n2c(SCC(=O)Nc3ccc(OC)cc3)nc3c(c2=O)SCC3)cc1	11	-0.6	-0.4	0.4	6	-1.1	0.3	2	2	-1.0	-7
COC(=O)c1cccc(C23CC4(C2)[C@H](CN(Cc2cccnc2)[C@@H]4c2ccccc2)C3c2ccccc2)c1 (stereo not given in full)	-13	-0.4	-1.2	-1.1	1	2.9	2.5	0	-12	-0.9	5
O=C(OCC(=O)N1CCOCC1)c1ccc2c(c1)OCCO2	4	-0.1	-0.4	-0.1	6	5.5	2.7	5	0	2.5	4
Cn1c(SCC(=O)NNC(=O)c2ccccc2Br)nnc1C(F)(F)F	1	2.3	-0.8	0.8	5	-3.2	3.8	0	1	-1.1	-2

Screening data from PubChem BioAssay.
